EPAC2 antagonist: blocks human EPAC2 exchange factor; Q8WZA2; EPAC2 GEF exchange of Rap1B-BODIPY-GDP, fluorescence; Potency, µM (series often up to 114 µM), for inactives: at the highest dose activity, negative = inhibition, most hits filed as inhibitors; 360,000 tested, 0.18% active; AID 720708; further: potency means the concentration at half of the fitted maximal effect; on the % scale 0 is the no-effect control and ±100 the full control effect; nearly all actives have a fitted effect of over 45% in size; many of its hits are not listed in these tables
Target sequence (Q8WZA2 whole entry, looked up): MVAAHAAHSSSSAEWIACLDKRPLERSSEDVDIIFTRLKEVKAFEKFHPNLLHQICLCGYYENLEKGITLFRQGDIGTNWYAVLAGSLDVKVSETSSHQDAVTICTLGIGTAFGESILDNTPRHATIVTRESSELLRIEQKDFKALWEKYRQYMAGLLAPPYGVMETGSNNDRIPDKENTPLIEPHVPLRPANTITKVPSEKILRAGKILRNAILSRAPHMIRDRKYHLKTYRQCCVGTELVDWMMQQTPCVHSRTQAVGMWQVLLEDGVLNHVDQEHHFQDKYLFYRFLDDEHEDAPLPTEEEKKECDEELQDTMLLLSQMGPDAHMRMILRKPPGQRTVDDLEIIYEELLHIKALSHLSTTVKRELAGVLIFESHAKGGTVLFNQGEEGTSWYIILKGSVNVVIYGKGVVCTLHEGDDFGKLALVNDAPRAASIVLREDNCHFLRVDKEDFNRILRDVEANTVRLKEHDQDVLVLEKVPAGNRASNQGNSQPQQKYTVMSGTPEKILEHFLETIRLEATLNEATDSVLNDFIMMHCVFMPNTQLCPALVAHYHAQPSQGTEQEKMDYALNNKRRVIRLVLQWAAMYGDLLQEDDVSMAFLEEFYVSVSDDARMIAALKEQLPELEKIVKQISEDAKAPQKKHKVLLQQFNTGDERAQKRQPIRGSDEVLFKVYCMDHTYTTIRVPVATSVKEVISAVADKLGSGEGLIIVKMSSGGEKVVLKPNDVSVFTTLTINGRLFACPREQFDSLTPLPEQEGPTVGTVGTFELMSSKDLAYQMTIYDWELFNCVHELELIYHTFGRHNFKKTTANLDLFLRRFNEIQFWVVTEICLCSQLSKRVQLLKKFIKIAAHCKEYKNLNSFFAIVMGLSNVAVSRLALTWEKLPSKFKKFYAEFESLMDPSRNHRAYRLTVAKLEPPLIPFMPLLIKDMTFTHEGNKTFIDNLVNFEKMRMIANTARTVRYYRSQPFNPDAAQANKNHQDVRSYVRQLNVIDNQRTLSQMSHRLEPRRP
TDP43 rescue: TDP-43 toxicity inhibition in yeast | TDP-43 expressing yeast growth rescue, BacTiter-Glo, 24 h | Potency, µM (series often up to 46.1 µM), inactives show at the highest dose growth rescue (activation), actives largely listed as activators | 410,000 tested, 1.8% active | AID 652104; further: potency means the concentration at half of the fitted maximal effect; % of control where 0% means no effect; nearly all actives have a fitted effect of over 50% in size
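Galactose-induced TDP-43 yeast, OD600=0.02, compound pinned; 24 hr, 30 deg C; BacTiter-Glo luminescence for growth. Inhibitors of TDP-43 toxicity read as activators.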
DRD3 antagonist: antagonists of human D3 dopamine receptor; D3R cells, DiscoveRx beta-arrestin luminescence, antagonist mode; hits give low values; 360,000 tested, 2.5% active; max response, negative = inhibition, %; in the data active means max response below about -50%; inconclusive means no clear call, values can overlap the other calls; further: on the % scale 0 is the no-effect control and ±100 the full control effect; mostly tested at two doses, the higher about 12 µM
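Cells expressing the human receptor were seeded at 1500 cells/well, incubated overnight at 37 degrees C in 5% CO2, then exposed to library compounds with dopamine controls for 90 minutes at 37 degrees C before luminescent detection.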
FUS yeast rescue: FUS proteinopathy suppression in yeast; Potency, µM (series often up to 76.6 µM), without a hit: top-dose growth rescue (activation), most hits filed as activators; AID 1347120; S. cerevisiae FUS-expressing, growth rescue, OD600, 24 h; 390,000 tested, 0.24% active;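 further: potency means the concentration at half of the fitted maximal effect; plate controls were DMSO vehicle for no effect and reference control for full effect; nearly all actives have a fitted effect of over 55% in size; some results filed as inactive show a strong effect at the top dose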
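FUS-expressing yeast, raffinose-pregrown, induced in 2% galactose minimal medium at OD 0.005; compounds in a dilution series, 24hr at 30C. Growth restoration read as absorbance at 600 nm. CP55940 positive control, DMSO negative.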
aSyn yeast inh: alpha-synuclein toxicity inhibition in yeast | 370,000 tested, 0.14% active | Potency, µM (highest dose often 46.1 µM), inactives show top-dose growth rescue (activation), hits mostly activators | Yeast expressing alpha-synuclein, growth rescue, BacTiter-Glo, 24 h; further: potency means the concentration at half of the fitted maximal effect; % of control where 0% means no effect; nearly all actives have a fitted effect of over 65% in size
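Readout is rescue of growth in alpha-synuclein-expressing yeast, so inhibitors of toxicity appear as activators. Growth after 24 hr at 30 deg C in galactose medium is quantified by luminescence.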
D3 ag: activates the human D3 dopamine receptor; P35462; D3R DiscoveRx beta-arrestin cells, luminescence, 90 min; max activation, %; 410,000 tested, 0.58% active; AID 652048; in the data active means max activation above about 30%; further: 0% is about no effect; mostly tested at two doses, the higher about 12 µM
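Agonist-mode cell screen: cells plated at 1500/well and incubated overnight at 37 °C, then exposed to library compounds for 90 min at 37 °C. Detection reagent was added for 30–60 min at room temperature, and luminescence was read.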
Abeta rescue: compounds reversing amyloid beta toxicity in yeast; yeast expressing A-beta42, growth rescue, OD600, 48 h; response scale: 0% DMSO, 100% iron-clioquinol control; Potency, µM (top dose mostly 46.1 µM), for inactives: top-dose growth rescue, usual class: activators; 410,000 tested, 0.063% active; further: potency means the concentration at half of the fitted maximal effect; nearly all actives have a fitted effect of over 55% in size
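Yeast A-beta toxicity model in growth medium with pinned compounds, 48 h at 30 C; growth read as absorbance at 600 nm. Normalized to FeCl3/clioquinol equimolar mix (positive) and DMSO (negative).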
EPAC2 ag: agonists of human EPAC2 (RAPGEF4); Potency, µM (doses to about 154 µM), without a hit: top-dose activation, usual class: activators; 360,000 tested, 0.079% active; EPAC2 activation, biochemical qHTS; response scale: 100% = 6.5 mM cAMP response; further: potency means the concentration at half of the fitted maximal effect; nearly all actives have a fitted effect of over 50% in size
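Setup: EPAC2 100 nM, labeled Rap1B complex 250 nM, free GDP 50 uM. Compound titrations pinned in, brief spin, 5 min room temperature incubation. Kinetic fluorescence read over 30 min, normalized to 6.5 mM cAMP.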
* = called active by the depositor; ? = inconclusive; nt = not tested or not shown; & = joins results of further samples; [ ] = remark or other dose. Unless noted, the call rests on the fitted dose curve; in most records, active means well fitted curve in the direction sought with a large enough effect; inconclusive means small, poorly fitted or top-dose-only effect, or another doubt; inactive means no such curve, though single readings can be large; an effect the other way counts as inactive or inconclusive.

| Structure | aSyn yeast inh | EPAC2 antagonist | DRD3 antagonist | EPAC2 ag | TDP43 rescue | FUS yeast rescue | Abeta rescue | D3 ag |
| --- | --- | --- | --- | --- | --- | --- | --- | --- |
| O=S(=O)(Nc1cccc(-c2ccc(N3CCOCC3)nn2)c1)c1cc(C(F)(F)F)ccc1Cl | nt | nt | nt | nt | ? | ? | 22% | 0 |
| Cc1cc(C)cc(C(O)c2ncc(-c3ccccc3C)[nH]2)c1 (stereo not given) | 0% | -19% | 21 | 1% | 0% | -16% | 23% | 2 |
| CC(=O)NC1CC2CCCC(C1)N2CC(=O)N1CCCc2ccccc21 (stereo not given) | 1% | 0% | 6 | 5% | ? | 27% | 7% | -2 |
| Cc1nnc(NC(=O)Oc2ccccc2)s1 | 4% | 18% | -16 | 3% | -21% | -11% | -1% | -21 |
| Cc1cc(/C([O-])=C(/C(=S)Nc2ccc(F)cc2)[n+]2ccccc2)c(C)n1-c1ccc(F)cc1 | 0% | -2% | ? | 10% | -17% | ? | 0% | -26 |
| CC(Oc1ccc2ccccc2c1)C(=O)NNC(=S)NC(=O)c1ccco1 (stereo not given) | -40%[inhibitor] | 6% | 9 | -2% | ? | nt | -69%[inhibitor] | -9 |
| Cc1[nH][nH]c(=O)c1C(c1ccc(-c2ccc(Cl)c(Cl)c2)o1)c1c(C)[nH][nH]c1=O | 12% | -13% | 9 | 10% | 10% | 20% | 1% | 2 |
| O=C(O)c1cc(N2C(=O)C3C4C=CC(C4)C3C2=O)ccc1N1CCOCC1 (stereo not given) | 5% | 14% | 17 | 3% | 11% | 2% | -9% | -1 |
| Cc1ccc(-c2nc(-c3cc4cccc(OCc5cccc(C)c5)c4oc3=O)no2)cc1 | nt | nt | nt | nt | 7% | -13% | -6% | -8 |
| CCc1cc2ccc(OC)cc2nc1SCC(=O)Nc1cc(C)on1 | 3% | 4% | 6 | -5% | 12% | -36% | 5% | 11 |
| COc1cccc(NC(=O)N(CCC(C)C)C2CCN(C(C)C)CC2)c1 | nt | nt | nt | nt | 12% | -24% | 3% | -33 |
| NC(=O)C1CCN(c2cc(N3CCOCC3)ccc2[N+](=O)[O-])CC1 | -6% | -14% | -21 | 10% | 16% | -32% | 5% | -6 |
| CC1C2CC(C(S(=O)(=O)N3CCOCC3)C2=O)C1(C)C (stereo not given) | 0% | 2% | -24 | -8% | 14% | 8% | 0% | 1 |
| O=C(NCc1ccco1)c1ccc(Cn2c(SCc3ccccc3)nc3cccnc32)cc1 | nt | nt | nt | nt | -13% | 8% | -14% | -10 |
| COc1ccc(Cn2c(CCC(=O)NCCC(C)C)nc3ncccc3c2=O)cc1 | -4% | -7% | 18 | 16% | -19% | -4% | -17% | -1 |
| CN1CCN(C(=O)c2ccc3c(c2)N(Cc2cccc(Cl)c2)C(=O)c2ccccc2S3(=O)=O)CC1 | 5% | -12% | -16 | -4% | 6%&4% | 1%&6% | 12%&0% | -16&-28 |
| CC(=O)c1c(C)n(CCc2ccc(Cl)cc2)c2ccc(O)cc12 | -1% | 11% | -22 | 3% | 7% | 8% | 0% | -3 |
| Cc1ccc(/C=C/C(=O)c2ccccc(=O)c2O)c(C)c1 | -81%[inhibitor] | -4% | -9 | 12% | -47%[inhibitor] | 15% | -72%[inhibitor] | 2 |
| CCC(C)Sc1ccc(-c2nc3ccccn3c2NCc2ccccc2)cc1OC (stereo not given) | -47%[inhibitor] | -5% | 106 | 3% | -88%[inhibitor] | 35% | -85%[inhibitor] | 27 |
| O=C(COc1ccccc1F)Nc1ccc(C(=O)OCc2cc(=O)n3nc(C4CC4)sc3n2)cc1 | nt | nt | nt | nt | 19% | -1% | -20% | -4 |
| Cc1cc2nc(-c3ccc(OCc4ccccc4F)cc3)cc(C(F)(F)F)n2n1 | nt | nt | nt | nt | 15% | -14% | -2% | 4 |
| Cn1c(=O)[nH]c(=O)c2c1nc(CN1CCN(c3ccccc3F)CC1)n2Cc1ccc(F)cc1 | nt | nt | nt | nt | -17% | 10% | 2% | -1 |
| CCc1nnc(NC(=O)CSc2nc3cccnc3n2Cc2ccccc2)s1 | -9% | 7% | 29 | 0% | 1% | 11% | -1% | 2 |
| Cc1ccc(NC(=O)CNC(=O)c2ccc(OC(F)F)cc2)cc1S(=O)(=O)N1CCCCCC1 | 5% | -24% | 3 | -7% | 20% | -3% | 8% | -14 |
| CCCc1nc(N2CCN(S(=O)(=O)c3ccc(Cl)cc3)CC2)c2c(C)c(C)sc2n1 | 1% | 6% | -20 | 5% | -14% | -15% | -25% | -9 |
| COCCNC(=S)NC12CC3CC(CC(C3)C1)C2 | -10% | 1% | -19 | -8% | 8% | 7% | 1% | -2 |
| Cc1ccc(N2CC(C(=O)N3CCC(C(=O)NCCCOC(C)C)CC3)CC2=O)cc1 (stereo not given) | 0% | 4% | -6 | -1% | 3% | 18% | -15% | 10 |
| O=C(NC1CC1)C1CCN(C2CCN(C(=O)/C=C/c3ccc(F)cc3)CC2)CC1 | 5% | 2% | 3 | 0% | -10% | 6% | 1% | -10 |
| COc1ccc(C(CC(=O)N2CCCC2)c2c(O)cc(OC)cc2OC)cc1 (stereo not given) | 1% | -18% | 0 | -4% | -2% | 1% | 9% | -13 |
| COc1ccc(/C=C/C(=O)N2CCN(c3ccccn3)CC2)cc1 | 0% | 0% | -1 | 6% | 8% | 15% | 16% | 4 |

By substructure, the compounds so far with an NH in an aromatic ring.
| Structure | aSyn yeast inh | EPAC2 antagonist | DRD3 antagonist | EPAC2 ag | TDP43 rescue | FUS yeast rescue | Abeta rescue | D3 ag |
| --- | --- | --- | --- | --- | --- | --- | --- | --- |
| Cc1cc(C)cc(C(O)c2ncc(-c3ccccc3C)[nH]2)c1 (stereo not given) | 0% | -19% | 21 | 1% | 0% | -16% | 23% | 2 |
| Cc1[nH][nH]c(=O)c1C(c1ccc(-c2ccc(Cl)c(Cl)c2)o1)c1c(C)[nH][nH]c1=O | 12% | -13% | 9 | 10% | 10% | 20% | 1% | 2 |
| Cn1c(=O)[nH]c(=O)c2c1nc(CN1CCN(c3ccccc3F)CC1)n2Cc1ccc(F)cc1 | nt | nt | nt | nt | -17% | 10% | 2% | -1 |

Other compounds follow.
| Structure | aSyn yeast inh | EPAC2 antagonist | DRD3 antagonist | EPAC2 ag | TDP43 rescue | FUS yeast rescue | Abeta rescue | D3 ag |
| --- | --- | --- | --- | --- | --- | --- | --- | --- |
| CCN(CC)CCNC(=O)CCc1n[nH]c(=O)c2ccccc12 | 0% | -1% | -5 | 4% | 18% | -11% | -4% | -4 |
| CC(C)Cn1c(CN(C)Cc2ccccc2)nc2c1c(=O)n(C)c(=O)n2C | -2% | 2% | -5 | 17% | 14% | -13% | -4% | 1 |
| COc1ccc(OC)c(NC(=O)CN2C(=O)c3ccccc3S2(=O)=O)c1 | 0% | -6% | ? | -2% | 16% | 13% | 20% | -5 |
| CCCCSCCCNC(=O)CN1C(=O)c2cccnc2Oc2ccc(Cl)cc21 | nt | nt | nt | nt | 14% | ? | -5% | 4 |
| Cc1c(N(C(=O)Nc2ccccc2)C2=NCC(C)S2)c(=O)n(-c2ccccc2)n1C (stereo not given) | 2% | 9% | -3 | 5% | 18% | -38% | 7% | -2 |
| COc1ccc(C(=O)NNC2=C(C(=O)C(F)(F)F)CCC2)cc1 | 1% | -3% | 9 | -3% | -12%[1.82 µM] | 7% | -6% | 4 |
| N#CC1(Nc2cccc(Br)c2)C(=O)Nc2ccccc21 (stereo not given) | 15% | -9% | -17 | 7% | -9% | -5% | 8% | -25 |
| CCc1nnc(NC(=O)C23CC4CC(CC(C4)C2)C3)s1 | -10% | 0% | 19 | 12% | 1% | -16% | ? | -4 |
| COc1cccc(NC(=O)C2(C)CCN2C(C)C)c1OC (stereo not given) | -2% | -1% | ? | -4% | -12% | -20% | -9% | -1 |
| COc1ccc(NC(=O)c2c(N)no[n+]2[O-])c(OC)c1 | 5% | -2% | 13 | 5% | 0% | -3% | 15% | 0 |
| CCOC(=O)Cn1c(=N)n(CCOc2ccc(Br)cc2)c2ccccc21 | -4% | 0% | 5 | 9% | 4% | 8% | 0% | 1 |
| CNS(=O)(=O)c1cccc(C(=O)OCC(=O)c2ccc[nH]2)c1 | 1% | -2% | 0 | 6% | 6% | 17% | 10% | 20 |
| CCc1cc(C(=O)c2ccc(OC)cc2)c(NC(=O)CC(C)(C)CC(=O)O)s1 | -20% | ? | 9 | -1% | -32%[inhibitor] | ? | -44%[inhibitor] | 5 |
| CCN(CC)c1ccc(N)cc1S(=O)(=O)Nc1ccccc1OC | 3% | -10% | 10 | 1% | -85%[inhibitor] | 12% | -17% | 8 |
| O=c1[nH]c(Nc2ccccc2)cc2cc(Br)ccc12 | -11% | -10% | -22 | 6% | 28% | 25% | -8% | -18 |
| CC1(c2ccc3c(c2)OCCCO3)NC(=O)N(CC(=O)NCCc2ccccc2)C1=O (stereo not given) | -13% | 8% | -27 | -1% | 5% | nt | -13% | -5 |
| O=C(CN(Cc1ccccc1)C(=O)c1cccc([N+](=O)[O-])c1)Nc1c(Cl)cc(Cl)cc1Cl | 10% | -3% | 26 | -12% | 12% | 9% | 23% | 7 |
| C/C(=N/NS(=O)(=O)c1ccc(CC(C)C)cc1)c1ccncc1 | -4% | -1% | -10 | 3% | 17% | 0% | 10% | -1 |
| N#CCCN(C1CCCCC1)S(=O)(=O)c1cccc2nsnc12 | 8% | 5% | 6 | 13% | -3% | 1% | 13% | 3 |
| COc1ccc(N2CCN(C(CNC(=O)c3ccc(OC)c(OC)c3)c3cccnc3)CC2)cc1 (stereo not given) | nt | nt | nt | nt | 22% | -2% | -16% | 0 |
| CCCCC(=O)OCc1nc2ccccc2s1 | 12% | 18% | 13 | 1% | -11% | -2% | 3% | -2 |

Complete entries from above:
N#CCCN(C1CCCCC1)S(=O)(=O)c1cccc2nsnc12 is entered as aSyn yeast inh: 8%; EPAC2 antagonist: 5%; DRD3 antagonist: 6; EPAC2 ag: 13%; TDP43 rescue: -3%; FUS yeast rescue: 1%; Abeta rescue: 13%; D3 ag: 3
COc1ccc(NC(=O)c2c(N)no[n+]2[O-])c(OC)c1 is entered as aSyn yeast inh: 5%; EPAC2 antagonist: -2%; DRD3 antagonist: 13; EPAC2 ag: 5%; TDP43 rescue: 0%; FUS yeast rescue: -3%; Abeta rescue: 15%; D3 ag: 0

Bioassay records deposited in PubChem BioAssay by National Center for Advancing Translational Sciences (NCATS).

Only part of the results is shown (hit frequency here may not be typical).
